HP1b chromo inh: HTS for Inhibitors of HP1-beta Chromodomain Interactions with Methylated Histone Tails. AlphaScreen HP1-beta / biotin-H3K9me3 peptide binding. Potency, µM (top dose mostly 114 µM), inactives show top-dose activity change, negative = inhibition, actives largely listed as inhibitors. actives 0.56% (n = 390,000); further: nearly all actives have a fitted effect of over 70% in size; inactives centre near 23
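AlphaScreen: HP1-beta (50 nM) preformed 30 min with biotin-H3(1-18)K9me3 peptide (50 nM) in PBS pH 7.4, 0.01% Tween-20. Compound added for 30 min at RT, then streptavidin donor/nickel chelate acceptor beads (10 ug/mL) for 30 min.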
RGS4 inh: Inhibitors of Regulator of G Protein Signaling (RGS) 4: qHTS. Transcreener GDP fluorescence polarization, RGS4-accelerated GTP hydrolysis. Potency, µM (top dose mostly 114 µM), without a hit: at the highest dose activity change, negative = inhibition, usual class: inhibitors. actives 0.039% (n = 390,000). AID 504845, 2011; further: on the % scale 0 is the no-effect control and ±100 the full control effect; nearly all actives have a fitted effect of over 75% in size; some results filed as inactive show a strong effect at the top dose
Target sequence (P49798 whole entry, looked up): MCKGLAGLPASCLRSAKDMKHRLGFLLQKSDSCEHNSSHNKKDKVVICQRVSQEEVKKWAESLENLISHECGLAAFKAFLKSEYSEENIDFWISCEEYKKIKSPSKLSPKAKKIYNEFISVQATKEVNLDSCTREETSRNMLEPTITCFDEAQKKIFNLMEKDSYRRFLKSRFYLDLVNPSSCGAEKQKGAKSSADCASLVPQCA
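MLSMR compounds (23 nl, pin-transferred) preincubated 10 min at room temperature with a 500nM (2x) first reagent, then RGS4 at 900nM (2x) plus Transcreener GDP mix added; fluorescence polarization (620/688 nm) read before and after 90 min at 30 °C.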
12-LOX inh: Primary qHTS assay for inhibitors of human arachidonate 12S-lipoxygenase (ALOX12): Round 2. actives 1.1% (n = 580,000). purified 12hLO, xylenol orange hydroperoxide absorbance. Potency, µM (highest dose often 108 µM), inactives show top-dose activity change, negative = inhibition, most hits filed as inhibitors. Polyunsaturated fatty acid lipoxygenase ALOX12 (Homo sapiens), P18054; further: on the % scale 0 is the no-effect control and ±100 the full control effect
Target sequence (P18054 whole entry, looked up): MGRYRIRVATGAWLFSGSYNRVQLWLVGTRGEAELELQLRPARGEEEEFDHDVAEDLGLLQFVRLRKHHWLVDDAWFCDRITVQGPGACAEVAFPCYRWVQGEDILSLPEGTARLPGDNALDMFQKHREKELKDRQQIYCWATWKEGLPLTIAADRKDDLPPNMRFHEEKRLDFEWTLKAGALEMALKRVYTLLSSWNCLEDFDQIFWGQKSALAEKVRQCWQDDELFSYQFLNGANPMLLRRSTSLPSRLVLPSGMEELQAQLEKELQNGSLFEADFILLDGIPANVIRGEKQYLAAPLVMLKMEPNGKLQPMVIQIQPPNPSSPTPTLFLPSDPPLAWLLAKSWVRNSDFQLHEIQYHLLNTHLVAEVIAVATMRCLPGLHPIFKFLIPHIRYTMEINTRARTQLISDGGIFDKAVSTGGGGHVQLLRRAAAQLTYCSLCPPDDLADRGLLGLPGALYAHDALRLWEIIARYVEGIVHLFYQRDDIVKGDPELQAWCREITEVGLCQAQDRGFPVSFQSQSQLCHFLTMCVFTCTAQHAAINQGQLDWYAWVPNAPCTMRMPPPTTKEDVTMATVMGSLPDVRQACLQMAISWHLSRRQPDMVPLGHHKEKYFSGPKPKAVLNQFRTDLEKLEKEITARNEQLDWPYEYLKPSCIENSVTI
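Purified human 12hLO (150 nM final) in 25 mM Hepes, 0.01% Triton X-100, pH 7.0 was preincubated 15 min at room temperature with compound. Then 40 uM arachidonic acid was added, 30 min. Hydroperoxide was read by Fe-XO absorbance ratio 573/405 nm.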
JMJD2A Tudor inh: qHTS Assay for Inhibitors of JMJD2A-Tudor Domain; Lysine-specific demethylase 4A (Homo sapiens), O75164; AlphaScreen JMJD2A-Tudor / H3K4me3 peptide binding; Potency, µM (doses to about 114 µM), for the others: at the highest dose activity change, negative = inhibition, hits mostly inhibitors; actives 4.4% (n = 390,000); further: on the % scale 0 is the no-effect control and ±100 the full control effect; nearly all actives have a fitted effect of over 50% in size
GLS inh: qHTS for Inhibitors of Glutaminase (GLS). Glutaminase kidney isoform, mitochondrial (Homo sapiens), O94925. GLS enzymatic activity, qHTS titration. Potency, µM (doses to about 45.5 µM), for the others: at the top dose activity change, negative = inhibition, most hits filed as inhibitors. actives 0.21% (n = 410,000). AID 624170, 2012; further: on the % scale 0 is the no-effect control and ±100 the full control effect
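Enzyme dispensed in phosphate buffer (45 mM, pH 8.2, 0.02% Tween-20), compounds pinned in, then 1 mM L-glutamine solution and the glutamate oxidase–HRP–Amplex Red mix added; fluorescence read immediately and again after 30 min at room temperature.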
Pin1 inhibitor: qHTS Assay to Find Inhibitors of Pin1 | Peptidyl-prolyl cis-trans isomerase NIMA-interacting 1 (Homo sapiens), Q13526 | Potency, µM (series often up to 115 µM), for inactives: at the highest dose activity, negative = inhibition, actives largely listed as inhibitors | Pin1 FP peptide displacement, HiFluor488, 10 min | actives 0.009% (n = 390,000) | AID 504891, 2011; active means well fitted inhibition curve with a large enough effect in the polarisation, with a control signal flat, not every such curve was filed as active; inconclusive means small, poorly fitted or top-dose-only effect, or effect the other way, or a change in a side signal; inactive means no such curve, though single readings can be large or run the other way; the % refers to the polarisation; further: on the % scale 0 is the no-effect control and ±100 the full control effect
Target sequence (Q13526 whole entry, looked up): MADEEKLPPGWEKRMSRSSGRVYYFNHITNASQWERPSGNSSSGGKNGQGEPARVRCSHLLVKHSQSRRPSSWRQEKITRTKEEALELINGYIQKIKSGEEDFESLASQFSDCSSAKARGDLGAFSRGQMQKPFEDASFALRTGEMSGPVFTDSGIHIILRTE
ERG-DNA inh: qHTS for Small Molecule Inhibitors of the ERG Ets/DNA interaction. Transcriptional regulator ERG (Homo sapiens), P11308. fluorescence polarization, His-ERG Ets domain / labelled DNA. Potency, µM (titrated, usually from 76.9 µM), for inactives: at the highest dose FP activity, negative = inhibition, hits mostly inhibitors. actives 0.028% (n = 370,000); active means well fitted inhibition curve with a large enough effect in the polarisation, with a control signal flat; inconclusive means small, poorly fitted or top-dose-only effect, or effect the other way, or a change in a side signal; inactive means no such curve, though single readings can be large or run the other way; the % refers to the polarisation;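 further: polarization taken with two DNA probes labelled with fluorescein and Texas red; % of control where 0% means no effect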
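His-tagged ERG Ets domain (1 uM in the protein solution; 300mM KCl, 50mM Tris-HCl, 1mM EDTA, 1mM DTT, pH 7.5) received compound, then a probe mix of 5 nM fluorescein-DNA and 100nM Texas-615-DNA. Fluorescence polarization was read for both dyes.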
rTrxR1 inhibitor: qHTS Assay for Inhibitors of Mammalian Selenoprotein Thioredoxin Reductase 1 (TrxR1): qHTS; Thioredoxin reductase 1, cytoplasmic (Rattus norvegicus), O89049; recombinant rTrxR1, NADPH fluorescence consumption, selenite substrate; Potency, µM (titrated, usually from 114 µM), inactives show top-dose activity change, negative = inhibition, most hits filed as inhibitors; actives 1% (n = 390,000); further: on the % scale 0 is the no-effect control and ±100 the full control effect; nearly all actives have a fitted effect of over 65% in size
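Rat TrxR1 (90 nM in the dispensed reagent) was pre-reduced with 400 uM NADPH for 5 min at room temperature, then incubated with compound for 15 min. After 400 uM selenite was added, NADPH fluorescence (Ex 340/Em 450 nm) was followed for 8 min.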
Tb PGK inh: qHTS Assay to Find Inhibitors of Phosphoglycerate Kinase | Phosphoglycerate kinase, glycosomal (Trypanosoma brucei brucei), P07378 | Potency, µM (highest dose often 57.5 µM), inactives show at the top dose activity change, negative = inhibition, actives largely listed as inhibitors | actives 0.043% (n = 380,000) | AID 602233, 2012 | PGK/GAPDH coupled, Kinase-Glo luminescence, 60 min; further: on the % scale 0 is the no-effect control and ±100 the full control effect; nearly all actives have a fitted effect of over 60% in size
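Luminescent ATP detection (Kinase-Glo Plus) follows a 60-minute room-temperature incubation, with wells lacking PGK as controls. Buffer: 100 mM TEA (pH 7.6), 5 mM MgCl2, 0.01% Tween-20. Coupling enzyme GAPDH (100 nM final) supplies unstable 1,3-BPG in-well.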
Active calls of the source: *; i = inactive; ? = inconclusive; nt = not tested or not shown; [ ] = another dose, or the depositor's remark. Unless noted, the call rests on the fitted dose curve; in most records, active means well fitted curve in the direction sought with a large enough effect; inconclusive means small, poorly fitted or top-dose-only effect, or another doubt; inactive means no such curve, though single readings can be large; an effect the other way counts as inactive or inconclusive. Potency means the concentration at half of the fitted maximal effect. A portion of the library. The share of hits here may be higher or lower than overall.

SMILES | HP1b chromo inh | RGS4 inh | 12-LOX inh | JMJD2A Tudor inh | GLS inh | Pin1 inhibitor | ERG-DNA inh | rTrxR1 inhibitor | Tb PGK inh
Cc1c(C(=O)N(Cc2cccs2)C2CCS(=O)(=O)C2)oc2ccccc12 (stereo unspecified) | 20.5% | 3.1% | -7.2% | -29.6% | 0.7% | -1.8% | -9.0% | 3.0%[57.1 µM] | -8.3%
CCc1ccc(CN(Cc2ccco2)c2cnc(S(C)(=O)=O)nc2C(=O)Nc2ccccc2Cl)cc1 | 39.6%[activator] | -18.0% | -26.1% | -27.5% | -2.6% | 22.1% | 3.4% | -13.3% | -9.4%
Cc1ccc(N(C(C)C(=O)O)S(=O)(=O)c2cccnc2)cc1 (stereo unspecified) | 36.7% | -5.3% | 8.1% | -2.8% | 1.5% | -2.2% | 0.7% | 4.8%[57.1 µM] | i
C[C@H](CO)N1C[C@H](C)[C@@H](CN(C)C(=O)Nc2ccc(C(F)(F)F)cc2)Oc2c(cccc2N(C)C)C1=O | 24.0% | 29.4% | -2.1% | -27.6% | 10.7% | 0.0% | 5.6% | -13.7%[57.1 µM] | -8.7%
CCOC(=O)C1=C(CNC2CCCCC2)NC(=O)NC1c1cc(C)ccc1C (stereo unspecified) | 8.9% | -31.6% | -8.0% | -24.5% | -0.9% | 0.4% | 15.3% | 14.3%[57.1 µM] | -4.2%
CCn1c(/C=C/N(C(C)=O)c2ccccc2)[n+](CC)c2ccc(Cl)cc21 | 9.9% | -22.8% | ? | -10.1% | 6.0% | -4.7% | 6.3% | -0.2% | 5.0%
Cc1nn(CCCC(=O)NCc2cccc(Cl)c2)c(=O)c2c1sc1ccccc12 | 35.5% | 3.8% | 0.4% | 7.0% | 3.8% | 24.9% | 2.4% | 82.1%[activator] | nt
CCN(CC)S(=O)(=O)c1cc(C(=O)N(C)CC(=O)Nc2ccc(Cl)cc2)ccc1Cl | 8.7% | -2.4% | 1.7% | -19.4% | 4.9% | -6.5% | 0.9% | -13.9% | -2.8%
CCN=C1Sc2nc3ccc(OCC)cc3cc2CN1CCOC | 23.2% | 16.8% | -25.8% | -11.4% | 10.8% | -0.5% | 7.6% | 19.2% | -9.4%
CCOc1cc(/C=C2/NC(=O)N(CC(=O)OC)C2=O)ccc1OC | 5.3% | 21.6% | 7.0% | -10.2% | -18.6% | 3.9% | 2.6% | 16.9%[57.1 µM] | -7.0%
S=C(NCc1ccccc1)Nc1ccc2ccccc2c1 | 16.2% | -9.4% | ? | -26.9% | 14.8% | -2.1% | 7.4% | 6.3% | 0.1%
Cc1cc(NS(=O)(=O)c2ccc(NC(=S)NC(=O)/C=C/c3ccccc3)cc2)no1 | 1.0% | -31.3% | ? | -17.2% | 13.5% | -9.3% | 8.4% | ? | -9.1%
CCCCN1C(=O)c2[nH]nc(-c3ccccc3O)c2C1c1ccc(OCc2ccccc2)c(OC)c1 (stereo unspecified) | 10.4% | 12.5% | 3.8% | ? | 10.7% | 6.3% | 3.7% | 26.7% | 6.1%
C[C@H](CO)N1C[C@H](C)[C@@H](CN(C)C(=O)NC2CCCCC2)Oc2c(NC(=O)Nc3ccc(C(F)(F)F)cc3)cccc2C1=O | 63.9%[activator] | -36.5% | -16.4% | -14.6% | 1.4% | 1.8% | 3.9% | 10.5% | i
CCOC(=O)C(=CNCC(=O)OC)C(=O)OCC | 31.0% | -6.7% | 0.0% | 0.0% | -2.7% | 3.3% | 5.3% | 9.4%[57.1 µM] | -4.7%

Exported with values under each structure: three of the compounds above.
Order of results: HP1b chromo inh	RGS4 inh	12-LOX inh	JMJD2A Tudor inh	GLS inh	Pin1 inhibitor	ERG-DNA inh	rTrxR1 inhibitor	Tb PGK inh
- CCn1c(/C=C/N(C(C)=O)c2ccccc2)[n+](CC)c2ccc(Cl)cc21
  9.9%	-22.8%	?	-10.1%	6.0%	-4.7%	6.3%	-0.2%	5.0%
- CCN=C1Sc2nc3ccc(OCC)cc3cc2CN1CCOC
  23.2%	16.8%	-25.8%	-11.4%	10.8%	-0.5%	7.6%	19.2%	-9.4%
- CCN(CC)S(=O)(=O)c1cc(C(=O)N(C)CC(=O)Nc2ccc(Cl)cc2)ccc1Cl
  8.7%	-2.4%	1.7%	-19.4%	4.9%	-6.5%	0.9%	-13.9%	-2.8%

Later entries:
SMILES | HP1b chromo inh | RGS4 inh | 12-LOX inh | JMJD2A Tudor inh | GLS inh | Pin1 inhibitor | ERG-DNA inh | rTrxR1 inhibitor | Tb PGK inh
C[C@H]1CN=C(N(C)C)N1CC1CCC(C(C)(C)C)CC1 (stereo partly specified) | 40.7%[activator] | -23.7% | -2.1% | -13.5% | -1.0% | -2.5% | -3.9% | 12.9% | 0.0%
N#Cc1cnn2c3c(cnc12)C(=O)N1CCc2ccccc2C1C3 (stereo unspecified) | 34.5%[activator] | -43.7% | 10.0% | -15.0%[11.4 µM] | -15.2% | -1.8% | -6.7% | 108.2%[activator][57.1 µM] | 3.8%
CCOc1ccccc1N(C)C(=O)c1cc2c(s1)-c1ccccc1OC2 | 26.3% | 12.8% | 4.7% | 5.8% | 5.4% | 20.3% | -0.4% | 25.8% | -3.0%
CC(=O)N1CCCc2cc(S(=O)(=O)Nc3ccc(C)cc3C)ccc21 | 4.8% | -14.6% | 7.7% | -13.9% | 0.3% | -12.8% | 8.6% | 10.2%[57.1 µM] | i
COc1cc2ccccc2cc1C(=O)NC(=S)Nc1cccc(C(=O)O)c1C | -14.3% | -38.0% | ? | -17.2% | 0.0% | 1.8% | 6.0% | 0.9% | -1.6%
COc1ccc(CCNC(=O)CNCCc2ccc(F)cc2)cc1 | -18.9% | 17.6% | 0.0% | 22.4µM* | 11.3% | -14.3% | 5.4% | 7.5% | nt
CN(C)c1ccc(/C=C2\SC(=O)N(CCc3nnc(N)s3)C2=O)cc1 | 19.5% | -13.6% | 10.7% | -7.0% | 14.2% | ? | 23.1% | 3.4% | 7.1%
CCCN1C2CCCC1CC(NC(=O)c1ccccc1)C2 (stereo unspecified) | 19.9% | 13.4% | 0.0% | -4.7% | 11.0% | 4.3% | 3.6% | -0.5% | -6.0%
CC1CCN(CCC(=O)Nc2ccccc2)CC1 | 21.9% | -24.6% | 2.5% | -6.4% | -10.8% | 0.7% | 7.6% | -6.8% | -7.3%
Cc1ccc(S(=O)(=O)N2CCN(CC(=O)N(CC(C)C)c3c(N)n(CC(C)C)c(=O)[nH]c3=O)CC2)c(C)c1 | 23.7% | -27.9% | ? | -17.6% | 5.9% | -8.8% | 0.3% | -3.5% | -5.1%
Cc1ccc(-n2c(SCC(=O)N/N=C/C=C/c3ccccc3[N+](=O)[O-])nc3ccccc3c2=O)cc1 | 22.3% | -4.5% | 1.5% | -10.6% | -2.6% | 6.3% | 9.8% | 3.1%[57.1 µM] | i
COCc1cc(=O)[nH]c(SC)n1 | 44.8% | 0.1% | 41.6%[activator] | -20.1% | 17.0% | 4.5% | -14.7% | 12.3%[57.1 µM] | -12.7%
CCOc1ccc(CCNC(=O)c2cc(-c3ccccc3)c(N3CCOCC3)s2)cc1 | 4.3% | -10.0% | -15.5% | -23.4% | -1.5% | -5.6% | 1.1% | 16.1% | 7.6%
O=C(O)C1CC=CCC1C(=O)NNc1c(Cl)cc(Cl)cc1Cl (stereo unspecified) | 48.8%[activator] | 3.8% | -16.5% | -12.8%[11.4 µM] | 0.9% | -1.7% | -15.8% | 20.5% | -1.6%
COC(=O)c1cccc(N(C(=O)c2cnccn2)C(C(=O)NCc2ccccc2)c2ccco2)c1 (stereo unspecified) | 8.8% | 41.7% | -19.2% | -10.5% | 11.9% | 0.2% | nt | 10.8% | -1.3%
COc1ccccc1C(=O)Nc1ccncc1 | 36.9% | 0.7% | 52.2%[activator] | 2.8% | 1.6% | -3.3% | 6.1% | 6.9% | 0.4%
CC(=O)C1=C(O)C(=O)N(Cc2ccccc2)C1c1ccc(Cl)cc1 (stereo unspecified) | 38.6%[activator] | 6.6%[56.9 µM] | ? | -16.7% | 13.2% | -15.4% | 1.1% | -9.2% | 1.4%
CCOC(=O)c1cn[nH]c1N | -16.0% | 7.2%[11.4 µM] | -23.3% | 1.5%[11.4 µM] | -2.0% | 0.5% | 0.7% | 15.4% | -7.7%
O=C(Cn1c(=O)c2cccn2c2ccccc21)NCCc1ccc(Cl)cc1 | 22.3% | -29.5% | 0.4% | -11.0% | -3.2% | 12.7% | 0.6% | 17.9% | i
COc1cc(NC(=O)CSc2nc3ccccc3n2-c2ccccc2)c(C)cc1[N+](=O)[O-] | 1.5% | -44.0% | -1.3% | -30.0% | -6.5% | -2.5% | -4.8% | -2.1% | -10.6%
